Bioassay records as filed in PubChem.
NCI-60 one-dose screen, 48 h, at 10 µM unless noted. Numbers give growth in % (100 = growth as untreated, 0 = no growth, -100 = all killed).
SF-295 – SF-295 CNS cancer cells; 79,000 compounds, 5.6% hits
SN12C – SN12C renal cancer cells; 81,000 compounds, 3.8% hits
CAKI-1 – CAKI-1 renal cancer; 75,000 compounds, 4.7% hits; AID 1794772
SF-268 – SF-268 CNS cancer cells; 82,000 compounds, 3.1% hits; AID 1794759
786-0 – 786-0 renal cancer cells; 81,000 compounds, 5.1% hits
U251 – U251 CNS tumor cells; 80,000 compounds, 5.4% hits
TK-10 – TK-10 renal cancer cells. AID 1794769. 81,000 compounds, 3.9% hits
UO-31 – UO-31 renal cancer; 81,000 compounds, 5.2% hits
Numbers without * were called inactive; nt = no result given; & = joins results of further samples; ! = a repeat was not active. The calls were made as follows: active = growth percent below 10; inactive = the rest.

SMILES	SF-295	SN12C	CAKI-1	SF-268	786-0	U251	TK-10	UO-31
CC(=O)c1cc(C(C)C)cc(CCC(C)C)c1C	88	98	99	94	90	100	91	103
CC(=O)c1ccc(Nc2ccnc(SCC(=O)c3ccc(Cl)cc3)n2)cc1	86	95	79	103	102	100	105	67
COc1ccc(/C=C(/c2cc(OC)c(OC)c(OC)c2)c2nnc(-c3cc(OC)c(OC)c(OC)c3)o2)cc1	78	82	43	96	89	86	113	43
COc1ccc(Cn2cc(C(=O)N=Nc3c(O)[nH]c4ccc(Cl)cc34)nn2)cc1	108	101	101	99	100	107	85	91
COc1ccc(CC(C#N)c2ccc(Cl)cc2)cc1 (stereo not given)	79	100	69	78	87	78	109	102
COc1ccc(Nc2nc(/N=C/c3cc(OC)c(OC)c(OC)c3)n[nH]2)cc1	96	105	85	100	102	101	106	84
O=C(CCn1cc[n+](CC(=O)c2ccc([N+](=O)[O-])cc2)c1)Nc1cccc2cccnc12	100	95	97	98	98	90	126	91
O=C(Nc1cccnc1)c1cccc([N+](=O)[O-])c1	121	103	128	88	94	97	108	87
O=C1NC(=O)/C(=C/c2cccc(OCc3cc4ccccc4nc3Cl)c2)S1	102	81	82	95	104	91	112	88
c1cc(-c2ccc3c(c2)OCO3)n2nccc2n1	100	108	94	104	101	96	104	91
Cc1cc2nc3ccc(=[N+](C)C)cc-3sc2cc1N	4.6*!	-66*	28&12	-29*	36&39	-31*	-12*!	8.9*!
CC(=O)c1ccc(Cl)c(Cl)c1	99	103	94	96	101	86	96	90
COc1cc(C)cc2oc3oc(=O)c(-c4nc5ccccc5s4)cc3c(=O)c12	99	98	92	97	105	93	101	75
O=C(NCCN1CCOCC1)c1cc2cc(Cl)ccc2[nH]1	100	101	92	98	101	99	108	87
O=C(Cc1ccccc1Nc1c(Cl)cccc1Cl)NN1C(=O)/C(=C/N2N=C(c3ccc(Cl)cc3)CC2c2ccc(Cl)cc2)SC1=S (stereo not given)	95	93	80	93	100	99	117	80
CCCNCCOC(=O)c1ccc(OCCC)c(N)c1	100	nt	98	107	98	85	107	92
CC(=O)c1ccc(NC(=O)CN2CCN(c3cc4c(cc3F)c(=O)c(C(=O)O)cn4C3CC3)CC2)cc1	nt	103	nt	112	93	98	96	88
O=C(NCC1CC1)NC(=O)c1c(F)cccc1Cl	106	99	nt	105	109	97	106	91
CC(=O)Nc1cccc(OCCCOc2cccc([N+](=O)[O-])c2)c1	113	116	97	98	106	110	116	99
C=CCOc1ccccc1/C=C1\SC(=S)N(C2CC(=O)N(c3ccc(Cl)cc3)C2=O)C1=O (stereo not given)	95	96	72	103	101	100	112	78
CCCCCC1CCCCN1C(=O)OCCC (stereo not given)	104	109	nt	114	103	104	100	79
FC(F)(F)c1nc2nccnc2[nH]1	91	105	100	98	112	104	99	74
CC(C)OC(=O)NNC(=O)c1ccncc1	113	100	94	104	104	98	103	78
C=C(C)[C@@H]1CC[C@]2(C(=O)O)CC[C@]3(C)[C@H](CC[C@@H]4[C@@]5(C)CC[C@H](NC(=O)C(Cl)Cl)C(C)(C)[C@@H]5CC[C@]43C)[C@@H]12	57	84	59	84	87	68	87	62
Cc1ccc(C(=O)OC(C)C)cc1	108	114	99	103	100	107	98	105
CCNC(=O)CCCCC(=O)c1c(C)[nH]c(/C=C2\N=C(c3ccc[nH]3)C=C2OC)c1C	-22*	23	-30*	27	-52*	1.7*	-62*	-100*
CCOC(=O)c1sc(NS(=O)(=O)c2ccccc2)nc1C	133	100	124	114	89	109	163	87
Cc1cc(OC(=O)c2ccc([N+](=O)[O-])cc2)nc2[nH]c(=O)sc12	103	101	92	98	104	97	103	82
Cc1nc2n(c(=O)c1CCN1CCC(c3noc4cc(F)ccc34)CC1)CCCC2	96&91	94&107	94&86	106&117	104&113	102&96	101&113	82&89
COc1ccc(-c2c[nH]cc2-c2cc(OC)c3c(c2OC)OCO3)cc1	106	90	59	88	91	86	103	65
N#C/C(=C\c1ccc(O)cc1)C(N)=O	108	100	100	101	103	103	95	97
O=C(c1ccccc1)N1N=C(c2ccccc2)CC1c1nnc2n(Cc3ccccc3)c(=O)c3c4c(sc3n12)CCCC4 (stereo not given)	138	120	99	99	101	98	111	84
CCCCCSB(SCCCCC)c1ccccc1	105	106	96	98	103	100	101	81
COc1ccc(C(O)C2=CC(=O)c3ccccc3C2=O)cc1 (stereo not given)	nt	75	nt	99	104	90	112	54
COC(=O)[C@]12CCC(C)(C)C[C@H]1C1=CC[C@@H]3[C@@]4(C)C/C(=C/c5ccncc5)C(=O)C(C)(C)[C@@H]4CC[C@@]3(C)[C@]1(C)CC2	98	80	72	84	89	81	94	54
COc1cc2nc(-c3ccc(Cl)cc3)cc(OCCCN3CCOCC3)c2cc1OC	-39*	38	-12*	63	68	47	98	60
Fc1ccc(-c2nc(-c3ccc(Cl)cc3)cn3ccnc23)cc1	89	85	70	84	86	92	119	59
O=C(CC(c1ccccc1)c1cccc2ccccc12)c1ccc(Br)cc1 (stereo not given)	106	88	80	93	86	92	96	70
O=C1c2c(c3c4ccccc4n(CCCCCCBr)c3c3[nH]c4ccccc4c23)C(=O)N1O	4.9*	8.4*	-24*	25	17	11	18	0.6*
O=C(C(=O)c1cccc(C(=O)C(=O)c2ccccc2)c1)c1ccccc1	98	101	97	105	101	nt	108	81

Ordered by molar mass (descending): 5 of the compounds above.
SMILES	SF-295	SN12C	CAKI-1	SF-268	786-0	U251	TK-10	UO-31
O=C(c1ccccc1)N1N=C(c2ccccc2)CC1c1nnc2n(Cc3ccccc3)c(=O)c3c4c(sc3n12)CCCC4 (stereo not given)	138	120	99	99	101	98	111	84
COC(=O)[C@]12CCC(C)(C)C[C@H]1C1=CC[C@@H]3[C@@]4(C)C/C(=C/c5ccncc5)C(=O)C(C)(C)[C@@H]4CC[C@@]3(C)[C@]1(C)CC2	98	80	72	84	89	81	94	54
COc1cc2nc(-c3ccc(Cl)cc3)cc(OCCCN3CCOCC3)c2cc1OC	-39*	38	-12*	63	68	47	98	60
COc1ccc(C(O)C2=CC(=O)c3ccccc3C2=O)cc1 (stereo not given)	nt	75	nt	99	104	90	112	54
N#C/C(=C\c1ccc(O)cc1)C(N)=O	108	100	100	101	103	103	95	97

Following part.
SMILES	SF-295	SN12C	CAKI-1	SF-268	786-0	U251	TK-10	UO-31
CCOC(=O)C(CC1CCCCC1)C(C)=O (stereo not given)	90	94	88	111	95	97	94	72
CCOC(=O)Nc1cccc(Cl)c1	109	101	112	108	99	96	113	88
O=S(=O)(Oc1ccc(/C=N/NC(=S)Nc2ccccc2)cc1)C(F)(F)C(F)(F)C(F)(F)C(F)(F)C(F)(F)C(F)(F)F	108	100	98	109	108	104	111	104
Fc1cccc(Oc2ccc(Nc3ncnc4ccc(OCCCN5CCOCC5)cc34)cc2Cl)c1	83	83	30	54	52	47	26	30
COc1ccc(-c2cc(-c3cccnc3)nc(OCC#N)c2C#N)cc1OC	92	99	85	99	84	94	92	71
COc1cc(/C=C/C(=O)c2c(C)n([O-])c3ccccc3[n+]2=O)cc(OC)c1OC	47	55	26	44	66	48	88	nt
Cc1ccc(C=C2C(Cl)=C(Cl)C(Cl)=C2Cl)cc1	-19*	-43*	-35*	-69*	-87*	-86*	-45*	-88*
C/C(=N\NC(N)=S)c1ccc2cc3c(cc2c1)OCO3	nt	86	123	94	nt	100	65	84
Cc1cc(C)cc(C(=O)c2cc(Cl)ccc2OCCn2c(=O)ccn(CCOc3ccc(C#N)cc3)c2=O)c1	51	81	48	71	77	77	77	41
COc1ccc([C@H]2[C@H](C(=O)Nc3cccc4c3CCCC4)c3ccccc3C(=O)N2c2ccc(OC)cc2)cc1	89	96	94	102	96	84	91	80
O=C(N/N=C\c1cc([N+](=O)[O-])ccc1O)C(=O)N/N=C\c1cc([N+](=O)[O-])ccc1O	106	89	97	122	100	101	99	84
OC1CCC(O)CC1 (stereo not given)	110&127	105&117	104&113	103&106	107&105	113&113	75&65	88
COC(=O)c1ccc(O)c([N+](=O)[O-])c1	102	109	98	107	104	101	108	89
O=C1/C(=C/c2ccccc2O)C(=S)SN1Cc1ccco1	94	94	119	105	103	nt	99	84
CC(=O)Nc1ccc(C(Cl)=C(Cl)Cl)cc1	97	96	74	97	83	93	109	78
CC(=O)c1ccc(OCC(=O)Nc2nc(-c3ccccc3)cs2)cc1	102	110	93	95	107	96	111	80
C[N+](C)(C)CCOc1ccccc1Cc1ccccc1	91	105	99	98	96	94	101	93
COC(=O)C1=C/C(=N\c2nc(O)c(-c3c(O)n(Cc4ccc(Cl)cc4)c4ccc(OC)cc34)s2)C=CC1=O	95	95	90	96	90	88	118	76
CCOC(=O)/C(C#N)=C1/NNC(=Nc2ccccc2)S1	95	97	98	97	92	95	110	94
CCOC(C)c1ccccc1 (stereo not given)	95	97	100	105	96	103	nt	88
COc1ccc(C2(c3ccc(OC)cc3)c3ccccc3C(=O)c3ccccc32)cc1	95	91	76	94	93	90	122	80
Cc1ccc(NC(=O)Nc2ccc(C)cc2C)cc1	99	105	92	114	95	nt	84	86
C/C(=C(\c1ccc(OCCCN(C)C)cc1)c1ccc(OC(=O)Cc2ccccc2)cc1)c1ccc(Cl)cc1	79	87	84	77	68	55	88	62
COc1ccc(C(c2cc(OC)c(OC)c(OC)c2)N2CCCC2)cc1 (stereo not given)	70	108	77	84	93	78	88	75
Cc1cc([N+](=O)[O-])ccc1NS(=O)(=O)c1ccccc1	77&78	90&93	84&72	88&91	78&84	73&79	70&97	61&78
O=C(O)c1ccncc1	105	97	103	101	nt	108	106	nt
O=C(Nc1cccc(-c2nc3ccccc3c(=O)[nH]2)c1)c1ccccc1	110	101	86	89	98	96	117	89
CC(C)(C)c1ccc(/C=C2/SC(N3CCN(c4cccc(C(F)(F)F)c4)CC3)=NC2=O)cc1	99	89	79	97	nt	95	113	73
C=C1C(=O)O[C@H]2[C@H]1CC/C(COC(=O)NCc1nc3ccccc3[nH]1)=C\CC[C@@]1(C)O[C@@H]21	106	82	nt	105	101	93	74	75
COc1ccc(-c2cc(-c3ccc(Cl)cc3)c(C#N)c(=O)n2Cc2ccc(C(=O)O)cc2)cc1	68	103	70	68	108	84	116	68
Nc1ccc(C(=O)Nc2cccc(Cn3c(=O)[nH]c4ccc(Oc5ncccn5)cc4c3=O)c2)cc1	95	96	92	93	96	92	123	75
C#CCOc1ccccc1/C=N/Nc1nc(-c2ccc(C#N)cc2)cs1	101	83	87	90	92	97	135	58
NS(=O)(=O)c1ccc(-n2c(-c3ccccc3)nc(/C=C3\C=Nc4ccccc43)c2O)cc1	97	100	nt	97	96	87	94	83
c1ccc2cc(Cn3c[n+](Cc4ccc5ccccc5c4)c4ccccc43)ccc2c1	6.2*	5.1*	85	-30*	-68*	-90*	-72*	54
O=C(NCc1ccccc1)C12CC3CC(CC(C3)C1)C2	97	95	96	103	99	97	98	90
O=C(/C=C\c1cccc(Cl)c1)c1ccc(Cl)cc1	100	102	94	104	91	92	85	91
O=c1oc2ccc(Cl)cc2c(=O)n1-c1ccc(F)cc1F	-7.1*	4.2*	-14*	12	9.4*	7.1*	21	-1.3*
CCN1CCN(Cc2ccc(NC(=O)Nc3nc(-c4cc(OC)c(OC)c(OC)c4)cs3)cc2C(F)(F)F)CC1	-38*	29	55	35	-51*	15	62	53
Cn1cc(-c2noc(-c3cn(C)c4ncc(F)cc34)n2)c2cc(Br)ccc21	85	60	53	76	49	29	47	80
COc1cc(NC(C)CCCN2C(=O)c3ccccc3C2=O)c2ncccc2c1OC (stereo not given)	81	109	nt	108	91	107	94	59

Copied from the list:
SF-295 with `NS(=O)(=O)c1ccc(-n2c(-c3ccccc3)nc(/C=C3\C=Nc4ccccc43)c2O)cc1` is entered as 97
CAKI-1 with `Cc1ccc(C=C2C(Cl)=C(Cl)C(Cl)=C2Cl)cc1` is entered as -35*
CAKI-1 with `CCN1CCN(Cc2ccc(NC(=O)Nc3nc(-c4cc(OC)c(OC)c(OC)c4)cs3)cc2C(F)(F)F)CC1` is entered as 55
TK-10 with `O=C(NCc1ccccc1)C12CC3CC(CC(C3)C1)C2` is entered as 98
786-0 with `CC(=O)c1ccc(OCC(=O)Nc2nc(-c3ccccc3)cs2)cc1` is entered as 107
TK-10 with `Cc1cc(C)cc(C(=O)c2cc(Cl)ccc2OCCn2c(=O)ccn(CCOc3ccc(C#N)cc3)c2=O)c1` is entered as 77

Remaining list, next part.
SMILES	SF-295	SN12C	CAKI-1	SF-268	786-0	U251	TK-10	UO-31
O=C(Nc1cccc(NC(=O)Nc2cc(C(F)(F)F)ccc2Cl)c1)Nc1cc(C(F)(F)F)ccc1Cl	-24*	22	-2.8*	48	52	-17*	-14*	0.2*
Nc1nc2c(C(=O)Nc3ccc(Br)cc3)c(Nc3ccc(Cl)cc3)nn2cc1-c1nc2ccccc2s1	101	101	88	100	106	112	134	75
CCC(c1ccc2cc(O)ccc2c1)C(C)(C)C(=O)O (stereo not given)	86	108	99	100	93	106	111	83
CCc1ccccc1-n1c(N)c(C#N)c(-c2ccc(Cl)cc2)c(C#N)c1=O	99	106	103	104	112	119	157	77
CO[C@H]1CO[C@H]2[C@@H]1OC[C@H]2O	99	100	98	102	101	110	98	88
CCOC(=O)N(Cc1ccccc1)Cc1ccccc1	107	102	106	99	99	100	102	84
COc1ccc(/C=N/NC2=NC3C(N2)N(C)C(=O)N3C)cc1 (stereo not given)	102	99	85	95	102	98	102	89
Nc1nc(Nc2cccc(Cl)c2)c2c(n1)-c1ccoc1CC2	88	93	nt	100	91	97	110	83
CCC(C)SC(=N)N (stereo not given)	103	nt	103	103	105	95	98	97
Cc1cccc2cccnc12	106	102	99	96	111	99	100	81
CCc1cccc2c3c(sc12)C(c1ccc(F)cc1)C(C#N)=C(N)O3 (stereo not given)	8.1*	33	15	55	30	29	78	49
O=C(CN(c1ccccc1)c1ccccc1)Nc1ccc(-c2nc3ccccc3s2)cc1	103	103	100	104	102	106	102	96
COC(=O)CC1=C(C)/C(=C/c2[nH]c(-c3ccc[nH]3)cc2OC)N=C1C	-47*	21	8.0*	23	-2.3*	5.1*	6.5*	-69*
COc1cc(CNC(=O)CCCC/C=C/C(C)C)ccc1OCc1cn(-c2ccccc2F)nn1	99	93	nt	95	97	93	111	77
